UCHL1 inh – blocks human UCHL1 ubiquitin-rhodamine cleavage | AID 1645859 | P09936 | inhibition, % at 20 µM | purified UCHL1, Ub-rhodamine cleavage fluorescence | actives 0.2% (n = 47,000)
USP28 block – inhibitors of human USP28 deubiquitinase; purified USP28, Ub-rhodamine cleavage fluorescence, 30 min; inhibition, % at 25 µM; actives 3% (n = 47,000)
USP7 inh – inhibitors of human USP7 deubiquitinase. actives 0.3% (n = 47,000). inhibition, % at 20 µM. purified USP7, Ub-rhodamine cleavage fluorescence
OTUD3 inh – inhibitors of human OTUD3 deubiquitinase | purified OTUD3, Ub-rhodamine fluorescence, 2 h | actives 0.7% (n = 47,000) | Q5T2D3 | inhibition, % at 25 µM
Target sequence (Q5T2D3 whole entry, looked up): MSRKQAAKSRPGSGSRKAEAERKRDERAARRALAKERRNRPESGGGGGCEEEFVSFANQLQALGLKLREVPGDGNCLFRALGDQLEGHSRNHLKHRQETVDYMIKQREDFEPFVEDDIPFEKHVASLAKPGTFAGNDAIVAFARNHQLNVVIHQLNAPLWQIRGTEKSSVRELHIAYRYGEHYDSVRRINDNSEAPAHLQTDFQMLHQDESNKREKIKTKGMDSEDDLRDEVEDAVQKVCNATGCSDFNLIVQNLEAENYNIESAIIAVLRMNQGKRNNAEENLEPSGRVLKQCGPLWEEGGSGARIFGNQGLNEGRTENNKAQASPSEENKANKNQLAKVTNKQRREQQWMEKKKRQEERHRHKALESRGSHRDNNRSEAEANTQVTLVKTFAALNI
USP30 inh – blocks human USP30 ubiquitin-rhodamine cleavage | Q70CQ3 | purified USP30, Ub-rhodamine cleavage fluorescence | inhibition, % at 25 µM | actives 5.3% (n = 47,000)
Target sequence (Q70CQ3 whole entry, looked up): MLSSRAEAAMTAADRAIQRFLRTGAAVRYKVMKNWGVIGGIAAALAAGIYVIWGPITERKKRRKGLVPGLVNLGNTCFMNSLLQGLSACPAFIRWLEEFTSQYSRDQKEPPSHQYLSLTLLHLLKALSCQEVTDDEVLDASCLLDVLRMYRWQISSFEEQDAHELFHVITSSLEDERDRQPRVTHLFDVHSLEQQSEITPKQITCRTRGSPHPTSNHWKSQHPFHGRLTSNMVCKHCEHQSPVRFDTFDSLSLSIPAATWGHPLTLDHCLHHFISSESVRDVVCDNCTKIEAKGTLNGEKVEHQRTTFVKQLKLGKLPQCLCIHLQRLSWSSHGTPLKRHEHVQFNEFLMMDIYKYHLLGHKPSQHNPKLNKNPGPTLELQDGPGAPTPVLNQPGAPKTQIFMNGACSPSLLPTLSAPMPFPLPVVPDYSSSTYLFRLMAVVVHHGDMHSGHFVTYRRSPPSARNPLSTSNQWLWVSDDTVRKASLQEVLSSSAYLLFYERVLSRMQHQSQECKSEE
USP10 block – blocks human USP10 ubiquitin-rhodamine cleavage | actives 1.1% (n = 47,000) | purified USP10, Ub-rhodamine fluorescence, 60 min | inhibition, % at 20 µM
USP8 inh – human USP8 deubiquitinase inhibition. purified USP8, Ub-rhodamine cleavage fluorescence, 30 min. inhibition, % at 20 µM. actives 4.2% (n = 47,000)
USP17 block – inhibitors of human USP17 deubiquitinase | A8MUK1 | purified USP17, Ub-rhodamine cleavage fluorescence, 3 h | inhibition, % at 50 µM | actives 6.5% (n = 47,000)
Active calls of the source: *; i = inactive; . = no result given. Cut-off read from the data, not from the text of the source: active = inhibition above about 30%; inactive = the rest.

[1] Cn1cc(CCNC(=O)N2CCCCCC2c2ccncc2)cn1 (stereo unspecified)
[2] CCN(CC)C(=O)Cn1cc(C(=O)C(=O)N2CCCCC2C)c2ccccc21 (stereo unspecified)
[3] COC[C@H]1CCCN1C(=O)CC[C@H]1CNC(=O)[C@@H]2[C@@H](CCN2C(C)C)N1C
[4] Cc1noc(C)c1S(=O)(=O)N1CCCC1c1ccnc(Nc2ccccn2)n1 (stereo unspecified)
[5] Cc1ccc(S(=O)(=O)Nc2cc(C(F)(F)F)ccc2Oc2ccc(C)c3c2CCC3)cc1
[6] N#Cc1ccc(Oc2nc(-c3ccccc3)nnc2-c2ccccc2)cc1
screen / no.	1	2	3	4	5	6
UCHL1 inh	-2	-2	6	-2	8	0
USP28 block	-11	-4	28	-4	8	-10
USP7 inh	-1	-3	-1	-4	16	7
OTUD3 inh	-13	-1	11	-2	4	0
USP30 inh	-9	4	2	-7	16	3
USP10 block	-3	0	1	0	19	2
USP8 inh	5	0	41*	-12	20	3
USP17 block	.	-20	-42	-49	9	7

[7] Cc1ccnc(N2CCC(C(=O)Nc3ccc(Oc4ccccc4)cc3)CC2)n1
[8] O=C(O)CCCCc1cc(O)cc(O)c1
[9] CC1CCc2noc(C3CCN(C(=O)CCn4cncn4)CC3)c2C1 (stereo unspecified)
[10] CCOC(=O)c1c(S(=O)(=O)NCC(=O)Nc2ccc(C)cc2)c(C)n(C)c1C
[11] COc1cccc(NC(=O)Cc2csc3nc(-c4ccccc4)cn23)c1
[12] COc1ccc(C)cc1NS(=O)(=O)c1cc2c3c(c1)CCC(=O)N3CCC2
screen / no.	7	8	9	10	11	12
UCHL1 inh	1	-11	-2	1	5	0
USP28 block	5	-20	-6	-9	-10	-3
USP7 inh	-4	-17	-3	0	3	-2
OTUD3 inh	23	-12	0	-4	-10	-7
USP30 inh	16	-78	5	-1	-3	-10
USP10 block	0	-9	0	1	10	-2
USP8 inh	-2	-43	5	-245	-24	0
USP17 block	18	-44	1	-20	-3	-7

[13] COc1ccc(Cl)cc1NC(=O)c1ccc(S(=O)(=O)N2CCN(C)CC2)cc1
[14] Cc1noc(-c2cc(=O)n(CC(=O)Nc3ccccc3Cl)c3ccccc23)n1
[15] CCCNc1cc(N2CCCC(CCC(=O)Nc3ccccc3C)C2)ncn1 (stereo unspecified)
[16] CCOC(=O)c1ccc(NC(=O)Cn2cnc3c(nnn3-c3cccc(Cl)c3)c2=O)cc1
[17] CC(CCc1ccccc1)NC(=O)c1nc(-c2ccc3cc[nH]c3c2)no1 (stereo unspecified)
[18] COCCn1cnc2c1c(=O)n(CC(=O)Nc1cccc(C#N)c1)c(=O)n2Cc1ccccc1
screen / no.	13	14	15	16	17	18
UCHL1 inh	-1	2	-2	0	7	4
USP28 block	-9	-5	-5	-11	3	1
USP7 inh	-60	6	-4	-8	12	0
OTUD3 inh	-1	-5	-10	-6	-1	3
USP30 inh	i	1	-9	13	2	8
USP10 block	1	34*	-1	0	9	-1
USP8 inh	-3	9	-216	-14	-4	12
USP17 block	-9	6	-23	33*	-18	14

[19] Cc1ccc2nc(NCC(C)c3ccccc3)c3nncn3c2c1 (stereo unspecified)
[20] O=C(c1ccc(N2CCNC(c3ccccc3)C2)nc1)N1CCC(O)(Cc2ccccc2)CC1 (stereo unspecified)
[21] Cc1ccc2onc(CC(=O)N(C)c3ccc(F)cc3)c2c1
[22] COCCNC(=O)CCC(=O)N1CCCn2nc(-c3cccn3C)cc21
[23] CCOC(=O)c1c(NC(=O)c2ccc(OC)c(OC)c2)sc(C)c1CC
[24] O=C(OC(C(=O)c1c[nH]c2ccccc12)c1ccccc1)c1ccc(S(=O)(=O)N2CCCC2)cc1 (stereo unspecified)
screen / no.	19	20	21	22	23	24
UCHL1 inh	1	-1	-1	-2	-3	-8
USP28 block	-2	-3	2	-65	-81	-35
USP7 inh	2	-1	-7	0	0	-2
OTUD3 inh	-1	-4	-2	-55	-40	-13
USP30 inh	1	-8	5	-272	-108	-150
USP10 block	-2	-1	2	-2	-1	-11
USP8 inh	1	-2	-2	-239	-45	-7
USP17 block	0	-14	.	-124	-22	-3

[25] O=C(NC1CCN(c2cc(-c3ccc(F)cc3)[nH]n2)C1)c1ccccn1 (stereo unspecified)
[26] Cc1cccc(CN2C(=O)N(c3cccc(F)c3)c3ncccc3S2(=O)=O)c1
[27] CCCc1cc(=O)oc2cc(OCC(=O)NCc3ccccn3)ccc12
[28] COc1cccc2c1C(=O)c1ccc3c(c1C2=O)C(=O)C[C@@H](C)C3
[29] NC(=O)COc1ccc(NC(=O)c2cccc(-n3cnnc3)n2)cc1
[30] COc1cccc(-c2nc(CC(=O)N[C@@H](Cc3c[nH]c4ccccc34)C(=O)O)cs2)c1
screen / no.	25	26	27	28	29	30
UCHL1 inh	8	0	2	3	0	-1
USP28 block	-2	-12	17	4	1	-4
USP7 inh	5	-1	3	-4	0	-1
OTUD3 inh	-4	-10	15	1	4	-1
USP30 inh	-114	-43	60*	-51	-14	-16
USP10 block	10	-2	5	-2	2	1
USP8 inh	-81	-3	29	0	4	-29
USP17 block	-17	-19	61*	30*	10	0

Ordered by value in USP28 block (low to high): 3 from the list above
nr	compound	USP28 block
30	COc1cccc(-c2nc(CC(=O)N[C@@H](Cc3c[nH]c4ccccc34)C(=O)O)cs2)c1	-4
25	O=C(NC1CCN(c2cc(-c3ccc(F)cc3)[nH]n2)C1)c1ccccn1 (stereo unspecified)	-2
29	NC(=O)COc1ccc(NC(=O)c2cccc(-n3cnnc3)n2)cc1	1

Further records follow.
[31] Cc1ccc(Cn2ccc3nc(N4CCOCC4)ncc3c2=O)cc1
[32] Cc1cn2c(=O)cc(COc3cccc(NC(=O)c4ccccc4)c3)nc2s1
[33] CCOC(=O)c1ccc(NC(=O)CCS(=O)(=O)c2ccc3c(c2)SCC(=O)N3)cc1
[34] CC(=O)Nc1ccc(NC(=O)C2(c3ccccc3)CC2)cc1
[35] Cc1cc(C)n2nc(C(=O)N3C[C@@H](O)[C@H](N4CCCC4)C3)cc2n1
[36] COc1ccc(OC)c2sc(N(Cc3ccncc3)C(=O)c3ccco3)nc12
screen / no.	31	32	33	34	35	36
UCHL1 inh	0	-4	-7	0	-4	6
USP28 block	-8	-21	-6	-7	-37	18
USP7 inh	0	-1	-7	-1	-1	0
OTUD3 inh	-7	-14	-44	-2	-9	13
USP30 inh	-9	-23	-209	4	-6	43*
USP10 block	-1	-4	-5	0	-3	-1
USP8 inh	-6	-16	-23	1	8	16
USP17 block	-2	-21	-23	-5	-9	24

[37] Cc1nc(N2CCN(CC(=O)N3CCCCC3)CC2)[nH]c(=O)c1C
[38] CSCc1cc(Oc2ccc(Cl)cc2)nc(-c2ccncc2)n1
[39] C[C@@H](NS(=O)(=O)c1ccc(Cl)cc1)C(=O)NCc1cscn1
[40] CCc1nccn1Cc1nc(-c2ccc(Br)cc2)no1
[41] O=C(NCc1ccccc1)c1cccc(Oc2nc(CN3CCCCC3)nc3sc4c(c23)CCC4)c1
[42] CCc1nn2c(CNC(=O)c3ccc(OC)nc3)c(C)nc2s1
screen / no.	37	38	39	40	41	42
UCHL1 inh	-2	8	1	2	-8	-2
USP28 block	-8	24	10	.	12	0
USP7 inh	0	-17	-1	-5	-5	0
OTUD3 inh	-6	16	10	2	0	-11
USP30 inh	0	24	21	.	-28	-14
USP10 block	-1	4	0	-2	-9	-1
USP8 inh	-4	17	24	0	4	-11
USP17 block	-7	29	18	-1	-2	-6

Just OTUD3 inh, USP17 block and UCHL1 inh, for 3 of the compounds above:
no.	mol	OTUD3 inh	USP17 block	UCHL1 inh
25	O=C(NC1CCN(c2cc(-c3ccc(F)cc3)[nH]n2)C1)c1ccccn1 (stereo unspecified)	-4	-17	8
26	Cc1cccc(CN2C(=O)N(c3cccc(F)c3)c3ncccc3S2(=O)=O)c1	-10	-19	0
27	CCCc1cc(=O)oc2cc(OCC(=O)NCc3ccccn3)ccc12	15	61*	2

(cont.)
[43] Cc1cc(C)nc(NCCC(=O)N2CCC3(CC=CCOC3)CC2)n1
[44] COc1cccc(-c2ccnc3[nH]c(=O)[nH]c(=O)c23)c1
[45] COc1cc2c(cc1OC)CN(Cn1cnc3ccccc31)CC2
[46] CN(C)C(=O)c1ccc2nnc(C3CN(c4ncccn4)CCN3C)n2c1 (stereo unspecified)
[47] O=C(Cc1ccccc1)N1CCC2(CC1)OC(C(=O)N1CCCC1)Cn1ccnc12 (stereo unspecified)
[48] CN1CCN(c2ncc(NC(=O)Nc3ccc4c(c3)OCO4)cn2)CC1
screen / no.	43	44	45	46	47	48
UCHL1 inh	0	2	-3	-7	-3	-1
USP28 block	11	18	-7	-5	-9	15
USP7 inh	-1	0	0	-2	0	1
OTUD3 inh	10	1	2	-7	-9	0
USP30 inh	10	63*	0	-19	-50	-6
USP10 block	-2	0	0	-4	-11	-3
USP8 inh	7	1	3	-28	-34	-33
USP17 block	9	74*	-1	-11	-22	1

A draw from above in order of number of heavy atoms, smallest number first:
[38] CSCc1cc(Oc2ccc(Cl)cc2)nc(-c2ccncc2)n1
[19] Cc1ccc2nc(NCC(C)c3ccccc3)c3nncn3c2c1 (stereo unspecified)
[9] CC1CCc2noc(C3CCN(C(=O)CCn4cncn4)CC3)c2C1 (stereo unspecified)
[16] CCOC(=O)c1ccc(NC(=O)Cn2cnc3c(nnn3-c3cccc(Cl)c3)c2=O)cc1
screen / no.	38	19	9	16
UCHL1 inh	8	1	-2	0
USP28 block	24	-2	-6	-11
USP7 inh	-17	2	-3	-8
OTUD3 inh	16	-1	0	-6
USP30 inh	24	1	5	13
USP10 block	4	-2	0	0
USP8 inh	17	1	5	-14
USP17 block	29	0	1	33*

Returning to the listing, repeating the two entries before the break.
[47] O=C(Cc1ccccc1)N1CCC2(CC1)OC(C(=O)N1CCCC1)Cn1ccnc12 (stereo unspecified)
[48] CN1CCN(c2ncc(NC(=O)Nc3ccc4c(c3)OCO4)cn2)CC1
[49] CCc1ccc(C(=O)NCc2ccc(N3CCOCC3)nc2)cc1
[50] CCOC(=O)N1CCN(C(=O)c2cnn3c(C(F)(F)F)cc(-c4ccccc4)nc23)CC1
[51] Cc1noc(C2CN(C(=O)NCc3cccc(F)c3)CC23CCOCC3)n1 (stereo unspecified)
[52] CC(=O)c1csc(-c2ccccc2)n1
[53] O=C(O)C(c1c[nH]c2ccc(OCc3ccccc3)cc12)N1CCN(c2ccccn2)CC1 (stereo unspecified)
[54] Cc1ccc(-n2nc(C)c3nc(CCC(=O)Nc4ccc5c(c4)OCCO5)c(=O)n(C)c32)cc1
[55] COc1cccc(/C=C/C(=O)Nc2ccc(C)c(Cl)c2)c1
screen / no.	47	48	49	50	51	52	53	54	55
UCHL1 inh	-3	-1	2	1	1	-3	0	2	6
USP28 block	-9	15	19	11	17	-6	-9	24	65*
USP7 inh	0	1	4	1	3	-5	-4	-7	-93
OTUD3 inh	-9	0	18	2	21	-15	-11	8	16
USP30 inh	-50	-6	19	16	21	-8	-3	-4	40*
USP10 block	-11	-3	0	-1	1	0	0	1	11
USP8 inh	-34	-33	-16	5	14	0	-1	0	32*
USP17 block	-22	1	27	3	12	-7	2	1	26

Screening data deposited in PubChem BioAssay by Dana-Farber Cancer Institute and Novartis Institutes for BioMedical Research (Cambridge, Mass).
